GLA spleen mod = alpha-galactosidase A (human) modulation; hit rate 0.008% among 240,000; human spleen homogenate, 4MU-alpha-Gal fluorescence, 40 min; Potency, µM (doses to about 80 µM), for the others: top-dose activity change, negative = inhibition, usual class: inhibitors; AID 2107;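 also: 0% = enzyme with vehicle and -100% = no enzyme basal signal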
Target sequence (P06280 32-429 limits assumed): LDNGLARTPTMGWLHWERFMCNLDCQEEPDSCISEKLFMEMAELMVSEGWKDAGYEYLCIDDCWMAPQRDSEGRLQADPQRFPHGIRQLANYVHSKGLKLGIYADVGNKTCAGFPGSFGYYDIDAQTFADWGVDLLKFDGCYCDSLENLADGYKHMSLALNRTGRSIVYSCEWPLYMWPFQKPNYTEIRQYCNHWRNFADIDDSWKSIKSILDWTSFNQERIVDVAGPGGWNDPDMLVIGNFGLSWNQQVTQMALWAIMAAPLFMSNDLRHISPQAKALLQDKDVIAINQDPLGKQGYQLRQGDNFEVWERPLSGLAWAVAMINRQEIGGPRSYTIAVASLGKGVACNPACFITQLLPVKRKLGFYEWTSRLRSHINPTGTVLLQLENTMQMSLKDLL
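Human spleen homogenate (1 ug) was the enzyme source, with 4-methylumbelliferyl-alpha-D-galactopyranoside (1 mM final) in pH 5.0 citrate buffer with 0.01% Tween-20. Compounds were titrated; after 40 min at 37C, NaOH/glycine stop, 4-MU fluorescence read; AC50 from Hill fits.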
Tau fluor cs = counter-screen for tau fibril formation inhibitors. tau K18 P301L Alexa594 fluorescence, heparin fibrillization. Potency, µM (highest dose often 57.7 µM), inactives show at the highest dose activity change, negative = decrease. hit rate 0.93% among 280,000. AID 1463; also: % is scaled to controls: 0 for no effect and ±100 for the full control effect; nearly all actives have a fitted effect of over 55% in size
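Human K18 P301L tau (15 uM unlabeled plus 0.24 uM Alexa 594-labeled, final) in 100 mM sodium acetate pH 7 was mixed with compound and 20 uM heparin and incubated 6 hr at 37 C.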
GAA glycogen = inhibitors or activators of human alpha-glucosidase glycogen cleavage. P10253. recombinant GAA, glycogen substrate, Amplex Red glucose oxidase fluorescence. Potency, µM (top dose mostly 76.4 µM), for inactives: top-dose activity change, negative = inhibition, most hits filed as inhibitors. hit rate 0.38% among 300,000. AID 2100;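 also: 0% = full enzyme reaction and -100% = no-enzyme basal signal; the screen sought inhibitors and activators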
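Recombinant enzyme (4 nM final) with compounds titrated up to 77 uM and bovine liver glycogen (30 ug) in citrate pH 5.0, 0.01% Tween-20, 37 C 40 min. Released glucose detected by Amplex Red/glucose oxidase (Ex 573/Em 610); AC50 from Hill fits.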
GAA inh = inhibitors of human lysosomal alpha-glucosidase; purified human GAA, 4-MU-alpha-glucoside fluorescence; Potency, µM (titrated, usually from 76.9 µM), for inactives: at the highest dose activity change, negative = inhibition, usual class: inhibitors; hit rate 0.005% among 200,000; P10253;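 also: plate controls were uninhibited enzyme wells for no effect and no-enzyme background for full effect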
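Read-out is 4-methylumbelliferone fluorescence (Ex 365/Em 440 nm) after NaOH/glycine stop at pH 10. Enzyme 4 nM, substrate 400 uM, pH 5.0 citrate buffer, 20 min room temperature; AC50 from Hill-equation concentration-response.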
HTT ATP protect = Huntington cell model cytoprotection by ATP luminescence; PC12 HTT-Q103 induced, cytoprotection, ATP luminescence, 40 h; Potency, µM (titrated, usually from 56.4 µM), for the others: cytoprotection (ATP increase), hits mostly activators; hit rate 0.14% among 230,000; AID 1471;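 also: % of control where 0% means no effect; nearly all actives have a fitted effect of over 45% in size; toxic huntingtin expression switched on by the ecdysone agonist tebufenozide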
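Stable PC12 Q103-GFP cells in serum-supplemented, phenol red-free DMEM; induction by tebufenozide at 100 nM final; compound dose series; cell viability quantified luminescently from ATP.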
Tau fibril ThT = inhibitors of human tau fibril formation, thioflavin T binding; hit rate 2.1% among 270,000; AID 1460; recombinant tau K18 P301L (four-repeat tau fragment), heparin-induced fibrillization, ThT fluorescence; P10636; Potency, µM (series often up to 57.4 µM), for the others: top-dose activity, negative = inhibition, most hits filed as inhibitors; also: % is scaled to controls: 0 for no effect and ±100 for the full control effect; nearly all actives have a fitted effect of over 55% in size
Target sequence (P10636 561-689 P618L limits assumed): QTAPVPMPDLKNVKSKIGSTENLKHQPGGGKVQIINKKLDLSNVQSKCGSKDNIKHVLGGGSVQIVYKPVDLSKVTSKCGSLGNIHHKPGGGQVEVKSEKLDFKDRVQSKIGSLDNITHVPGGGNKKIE
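Tau K18 P301L fragment (15 uM unlabeled plus 0.24 uM Alexa 594-labeled) in 100 mM sodium acetate pH 7 with compound, fibrillization induced by 20 uM heparin for 6 hr at 37 C. Thioflavin T (30 uM) added, fluorescence read after 1 hr (ex 450, em 510 nm).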
Tau FP inhib = blocks human tau fibril formation measured by polarization | P10636 | Potency, µM (series often up to 57.7 µM), without a hit: top-dose activity, negative = inhibition, actives largely listed as inhibitors | hit rate 0.39% among 280,000 | K18 P301L tau heparin fibrillization, Alexa594 FP, 6 h; also: % is scaled to controls: 0 for no effect and ±100 for the full control effect; nearly all actives have a fitted effect of over 55% in size
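Compound effects on tau fibrillization are measured by Alexa 594 fluorescence polarization (ex 555, em 632 nm). K18 P301L tau is used at 15 uM with 0.24 uM labeled tracer, and 20 uM heparin induces aggregation over 6 hr at 37 C.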
GAA spleen mod = inhibitors or activators of human alpha-glucosidase in spleen homogenate. human spleen homogenate, 4-MU-alpha-glucoside fluorescence. Potency, µM (top dose mostly 79.9 µM), for the others: top-dose activity change, negative = inhibition, actives largely listed as inhibitors. hit rate 0.006% among 240,000. AID 2112;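 also: 0% = enzyme with vehicle and -100% = no enzyme basal signal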
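Compounds were titrated against alpha-glucosidase in spleen homogenate at pH 5.0, with 1 mM 4-methylumbelliferyl substrate for 40 min at 37 C. Reactions were quenched with pH 10 NaOH/glycine and fluorescence measured.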
Active calls of the source: *; ? = inconclusive; / = no result given; [ ] = remark or other dose. Calls follow the shape of the dose curve; as a rule, active = well fitted curve in the direction sought with a large enough effect; inconclusive = small, poorly fitted or top-dose-only effect, or another doubt; inactive = no such curve, though single readings can be large; an effect the other way counts as inactive or inconclusive. Potency is read from the fitted curve at half-maximal effect.

SMILES	GLA spleen mod	Tau fluor cs	GAA glycogen	GAA inh	HTT ATP protect	Tau fibril ThT	Tau FP inhib	GAA spleen mod
Cc1ccccc1C(=O)Nc1cccc(NC(=O)c2ncn[nH]2)c1	3%	6%	0%	9%	1%[10 µM]	5%	7%	12%
CCCCCCNc1ncnc2c1sc1nc(N3CCOCC3)c3c(c12)CCCC3	/	-7%	1%[76.3 µM]	/	/	2%	-2%	/
COc1ccc2cc(C(=O)N3CCCCCC3)sc(=O)c2c1OC	-7%	-5%	5%	-3%	-13%	2%	0%	-4%
Cc1nc(NC(=O)c2ccccc2)sc1-c1csc(Nc2cccc(Cl)c2)n1	3%	11µM*[quencher]	-19%	2%	-52%[inhibitor]	7.9µM*	?	-2%
CC(=O)NC(N(C#N)c1nc(Cl)nc(N(C)C)n1)C(Cl)(Cl)Cl (stereo not drawn)	9%	-4%	3%	/	11%[10 µM]	-7%	0%	3%
CSc1ccccc1NC(=O)CN(C)Cc1cccc(Cl)c1	-4%	-9%	-2%	-7%	-5%[10 µM]	-20%	6%	0%
Cc1ccc(CN2CCN(Cc3cnc(C)s3)CC2CCO)o1 (stereo not drawn)	0%	-13%	-12%	/	-5%[10 µM]	?	?	-3%
O=C(NCc1ccco1)C(c1ccccc1)N(C(=O)Cc1cccs1)c1cccnc1 (stereo not drawn)	3%	-13%	0%	-7%	-33%[inhibitor]	-12%	3%	/
CCOC(=O)c1ccc(NC(=S)N2CCSC2c2c(F)cc(F)cc2F)cc1 (stereo not drawn)	7%	?	-8%	-10%	-3%[10 µM]	-7%	?	4%
CC12CCC(C(=O)N3CCCCC3)(CC1=O)C2(C)C (stereo not drawn)	4%	8%	6%	-3%	13%[10 µM]	4%	-2%	-6%
O=C1N[C@@H](Cc2ccccc2)C(=O)N2CCCC12 (stereo partly drawn)	-5%[181 µM]	-7%[126 µM]	/	/	25%[96.6 µM]	-7%[126 µM]	1%[126 µM]	-12%[181 µM]
CCCS(=O)(=O)N1CCN(S(=O)(=O)c2ccccc2[N+](=O)[O-])CC1	5%	1%	12%	-1%	9%[10 µM]	3%	-1%	0%
O/N=C1/CC/C(=N\O)c2nn(-c3ccccc3)nc21	-1%	5%	7%	0%	-20%	-6%	3%	2%
O=C(C1CCN(S(=O)(=O)c2cnc[nH]2)CC1)N1CCN(c2ncccn2)CC1	16%	3%	3%	?	-2%[1.9 µM]	3%	-2%	-16%
COC(=O)c1cn(-c2ccccc2)nc1C(=O)OC	16%	-1%	8%	1%	-5%[10 µM]	-4%	-2%	-8%
CC(C)NC(=O)CSc1nc2ccccc2n1-c1ccccc1	-2%	-12%	1%	2%	2%[1.9 µM]	-12%	1%	-2%
O=C(Nc1ccccc1)c1ccc(NCCc2ccccc2)c([N+](=O)[O-])c1	0%	-15%	-7%	0%	2%[10 µM]	-4%	?	-3%
CCOC(=O)c1c(/N=C/c2ccc(C)cc2O)sc2c1CCC2	2%	-13%	14µM*	2%	13%[10 µM]	?	12%	0%
Cc1ccc(-c2cc3ncc4c(n3n2)-c2cc(C)ccc2OC4)cc1	/	-12%	13%[76.3 µM]	/	/	-18%	-10%	/
COc1cc(Cl)c(C)cc1NC(=O)CCCN1C(=O)CCC1=O	4%	-1%	-4%	0%	-1%	0%	4%	0%
COCCNC(=O)c1ccc(CN2CCc3ccccc3C2)cc1	3%	9%	1%	-2%	/	3%	6%	3%
COc1cccc(C(=O)Nc2ccc(N(C)C)cc2)c1OC	0%	?	20%	1%	-113%[inhibitor][0.074 µM]	?	7%	0%
COc1ccc(CNC(=O)Nc2ccc(C)cc2)cc1	-10%	8%	4%	2%	-10%[0.074 µM]	9%	-1%	-1%
Nc1nc(SCC(=O)NCc2ccc3c(c2)OCO3)n[nH]1	-13%	1%	9%	-3%	20%	-2%	2%	-3%
COc1ccc(F)cc1CN1CCN(C(=O)CCC(=O)Nc2nnc(C(C)C)s2)CC1	1%	3%	5%	-7%	-12%[0.074 µM]	2%	2%	-16%
Cc1cccc(C(=O)Nc2cccc(OCc3cc(=O)n4cc(C)sc4n3)c2)c1	/	-10%	-17%[76.3 µM]	/	/	7%	-18%	/
COc1cc(O)cc2occ(-c3ccc(O)cc3)c(=O)c12	6%	-3%	-8%	/	-11%[10 µM]	-2%	3%	-2%
CCOC(=O)c1ccccc1NC(=O)CN1CCC(n2nnc3cc(C(F)(F)F)ccc32)CC1	7%	-12%	-3%	/	12%[10 µM]	-10%	-3%	6%
CCn1c(CN2CCC(C)CC2)nc2cc(NC(=O)c3ccc([N+](=O)[O-])cc3)ccc21	/	-8%	-2%[76.3 µM]	/	/	-1%	0%	/
CCN=C1NN=C(c2ccc(C)cc2)CS1	6%	-29%	-14%	3%	-11%	?	-21%	-1%

The list goes on; the last four above are carried over.
SMILES	GLA spleen mod	Tau fluor cs	GAA glycogen	GAA inh	HTT ATP protect	Tau fibril ThT	Tau FP inhib	GAA spleen mod
COc1cc(O)cc2occ(-c3ccc(O)cc3)c(=O)c12	6%	-3%	-8%	/	-11%[10 µM]	-2%	3%	-2%
CCOC(=O)c1ccccc1NC(=O)CN1CCC(n2nnc3cc(C(F)(F)F)ccc32)CC1	7%	-12%	-3%	/	12%[10 µM]	-10%	-3%	6%
CCn1c(CN2CCC(C)CC2)nc2cc(NC(=O)c3ccc([N+](=O)[O-])cc3)ccc21	/	-8%	-2%[76.3 µM]	/	/	-1%	0%	/
CCN=C1NN=C(c2ccc(C)cc2)CS1	6%	-29%	-14%	3%	-11%	?	-21%	-1%
CC(=O)N=c1ncn(CC(COC(C)=O)OC(C)=O)c2nc[nH]c12 (stereo not drawn)	8%	4%	3%	-7%	7%	0%	-3%	2%
CC(=O)c1ccc(S(=O)(=O)Nc2ccc(-c3cn4c(n3)SCC4)cc2)cc1	7%	-29%	3%	1%	13%	?	4%	-1%
CSc1nc(N)n2nc(-c3ccccc3)cc2n1	-7%	-18%	3%	1%	-15%[10 µM]	5%	-4%	-1%
CCc1ccc(-n2nc(CO)c(C(=O)NC)n2)cc1	/	1%	-5%[76.3 µM]	/	/	4%	0%	/
O=c1cc(-c2cccc(O)c2)oc2cccc(O)c12	6%	-12%	/	/	3%[1.9 µM]	-13%	?	1%
CCc1cccc2c(C#N)cn(CCOc3ccccc3OC)c12	-17%	-16%	-10%	-1%	8%[10 µM]	-14%	-2%	-5%
CCCNc1nc(Cl)nc(NC(C)(C)C)n1	25%	4%	-3%	-3%	-22%	-1%	9%	3%
COc1ccccc1NS(=O)(=O)c1ccc(C)c(C(N)=O)c1	-4%	-4%	-1%	0%	43%[10 µM]	-10%	-3%	-8%
CCOC(=O)c1cnn(-c2ncnc3c2oc2ccccc23)c1N	0%	-7%	4%	-11%	-30%	?	-7%	1%
CCCCCC/C=C/c1ccc([C@H]2[C@H]3C=CC[C@@H](C)[C@@H]3C(=O)N2Cc2ccccc2)c(F)c1	-2%	-18%	2%	/	-9%[10 µM]	?	2%	-1%
Cc1ccc(C(=O)OCC(=O)N2CC(=O)Nc3ccccc32)s1	7%	-7%	-4%	-6%	-2%	1%	-1%	-1%
Cn1cnnc1SCC(=O)Nc1sc2c(c1C(N)=O)CCC2	-1%	-3%	?	3%	-12%	?	-2%	2%
Cc1c(O)ccc2c1OCO2	-6%[17.5 µM]	-19%[11.6 µM]	/	/	4%[10 µM]	-16%[11.5 µM]	5%[11.6 µM]	2%[17.4 µM]
O=C(NCCc1c[nH]c2ccccc12)C(=O)NCC(c1ccco1)N1CCN(c2ccccc2F)CC1 (stereo not drawn)	-5%	?	3%	-7%	5%[10 µM]	-9%	?	1%

Part of the list above, as a markdown table:
| Compound | GLA spleen mod | Tau fluor cs | GAA glycogen | GAA inh | HTT ATP protect | Tau fibril ThT | Tau FP inhib | GAA spleen mod |
| --- | --- | --- | --- | --- | --- | --- | --- | --- |
| Cc1ccc(C(=O)OCC(=O)N2CC(=O)Nc3ccccc32)s1 | 7% | -7% | -4% | -6% | -2% | 1% | -1% | -1% |
| Cn1cnnc1SCC(=O)Nc1sc2c(c1C(N)=O)CCC2 | -1% | -3% | ? | 3% | -12% | ? | -2% | 2% |
| Cc1c(O)ccc2c1OCO2 | -6%[17.5 µM] | -19%[11.6 µM] | / | / | 4%[10 µM] | -16%[11.5 µM] | 5%[11.6 µM] | 2%[17.4 µM] |
| O=C(NCCc1c[nH]c2ccccc12)C(=O)NCC(c1ccco1)N1CCN(c2ccccc2F)CC1 (stereo not drawn) | -5% | ? | 3% | -7% | 5%[10 µM] | -9% | ? | 1% |

High-throughput results (PubChem)
